UPR XBP1 act: activators of adaptive arm of unfolded protein response (XBP1); CHO-XBP1 luciferase reporter, IRE1-XBP1 UPR activation, luminescence; percent of tunicamycin response, DMSO as zero; activation, % at 20 µM; 330,000 tested, 0.33% active;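 active = versus positive control, 20 µM dose yields 30% or more activation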;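 note: 100% = tunicamycin at 10 µg/mL and 0% = DMSO only wells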
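Material: CHO-XBP1 cells stably carrying IRE1-XBP1-driven luciferase reporter | Medium: F12 with 10% serum | Compound dosing: 20 µM single concentration, DMSO 1% | Incubation: Overnight seeding at 37 °C, 6 h compound treatment at 37 °C | Detection: Steady-Glo luminescence read | Read-out basis: % activation of reporter signal versus tunicamycin and DMSO controls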
UPR CHOP act: apoptotic UPR (CHOP) activation | CHO-CHOP luciferase reporter, luminescence; percent of tunicamycin response over DMSO baseline | activation, % at 10 µM | 330,000 tested, 0.34% active | AID 449763;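 active = at 10 µM dose, activation of 40% or more, normalized to positive control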;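 note: 100% = tunicamycin at 10 µg/mL and 0% = DMSO alone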
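Dosing – one dose, 10 µM in 0.5% DMSO · System – CHO-CHOP cells, stable luciferase reporter of PERK-eIF2a-CHOP signalling · Input – 500 cells/well · Control set – tunicamycin 10 µg/mL final as positive, DMSO-only wells as negative · Timing – 6 h compound treatment, 37 °C · Measure – % activation vs tunicamycin · Technique – luminescence read with Steady-Glo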
APJ antag: blocks the human apelin receptor APJ; CHO-K1 APJ beta-arrestin complementation, luminescence; inhibition, % at 20 µM; 330,000 tested, 0.32% active; AID 2521;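 active = inhibition above about 40% at 20 µM, limit read from the data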;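 note: cells challenged with 10 nM apelin-13 agonist together with compound; plate controls were apelin-13 plus DMSO wells for no effect and DMSO wells lacking apelin-13 for full effect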
Target sequence (P35414 whole entry, looked up): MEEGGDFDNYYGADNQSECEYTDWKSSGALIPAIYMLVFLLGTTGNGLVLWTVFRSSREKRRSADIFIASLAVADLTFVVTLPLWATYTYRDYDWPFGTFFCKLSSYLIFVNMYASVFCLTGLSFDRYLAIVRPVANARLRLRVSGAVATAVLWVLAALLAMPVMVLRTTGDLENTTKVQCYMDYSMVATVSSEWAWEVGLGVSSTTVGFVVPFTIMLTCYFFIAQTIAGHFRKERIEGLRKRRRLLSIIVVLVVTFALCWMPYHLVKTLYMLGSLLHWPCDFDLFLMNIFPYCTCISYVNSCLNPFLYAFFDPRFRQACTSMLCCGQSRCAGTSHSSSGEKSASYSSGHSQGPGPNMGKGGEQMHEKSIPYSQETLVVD
tim23-1 inh: tim23-1 yeast growth inhibition; S. cerevisiae tim23-1 growth, BacTiter-Glo luminescence, 24 h; inhibition, % at 20 µM; 330,000 tested, 1.3% active;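 active = growth inhibition of the mutant yeast at or above 50%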;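 note: temperature-sensitive mutant grown at 25 °C; plate controls were DMSO-treated mutant yeast for no effect and medium wells lacking yeast for full effect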
697 NFkB inh: inhibitors of the PMA/ionomycin-induced NF-kB reporter in 697 B cells; 697 B-cell NF-kB luciferase reporter, 16 h; inhibition, % at 4 µM; 330,000 tested, 0.33% active; in the data active = inhibition above about 35%
Mdm2 MdmX PPI: human Mdm2/MdmX binding inhibition; inhibition, % at 8 µM; O15151+Q00987; SaOS-2 split-luciferase Mdm2/MdmX complementation, luminescence; 330,000 tested, 3% active;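 active = inhibition of at least 50% at 8 µM in the primary screen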
Jurkat NFkB inh: inhibitors of the PMA/ionomycin-induced NF-kB reporter in Jurkat cells; PMA/ionomycin-induced NF-kB luciferase reporter, luminescence; inhibition, % at 4 µM; 330,000 tested, 0.53% active; AID 435003; in the data active = inhibition above about 50%
APJ agonist: activates the human apelin receptor APJ. 330,000 tested, 0.11% active. AID 2520. CHO-K1 APJ PathHunter beta-arrestin, luminescence; 0% DMSO wells, 100% apelin. P35414. activation, % at 20 µM;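 active = activation more than six SD over the plate average, tested at 20 µM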;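 note: 0% = DMSO alone and 100% = apelin-13 at 10 nM; some results filed as inactive read as strong as hits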
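Assay system: CHO-K1 cells stably expressing ProLink-tagged human APJ and arrestin–beta-gal acceptor. Compound dosing: 20 µM single point, 1% DMSO. Times: 16-18 h seeding, 90 min dark compound exposure, 60 min detection. Detection: beta-gal luminescence. Evaluation: APJ–arrestin association signal. Controls: negative DMSO alone, positive Apelin-13 at 10 nM.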
Active calls of the source: *.

SMILES	UPR XBP1 act	UPR CHOP act	APJ antag	tim23-1 inh	697 NFkB inh	Mdm2 MdmX PPI	Jurkat NFkB inh	APJ agonist
COc1ccccc1CNC(=O)CN(c1ccc(C)cc1)S(=O)(=O)c1c(C)nn(C)c1C	2	-0.5	18	20	21	11	7	-3
Oc1cccc(C(=S)N2CCCCC2)c1	0	-0.8	-3	-2	7	-18	5	-2
Cc1ccc(CSCC(=O)N/N=C/c2sccc2C)cc1	4	0.5	-17	33	-9	20	-12	-5
Cc1cc(C)cc(NC(=O)CSc2nnc(CNC(=O)c3cccs3)o2)c1	-1	-1.8	5	4	13	-36	-3	-1
COC(=O)c1cc(C)sc1NC(=O)c1cccnc1	-1	-2.1	2	5	20	8	0	-4
O=C(CN1C(=O)C2C3C=CC(C4CC34)C2C1=O)OCC(=O)c1ccccc1 (centres undefined)	-3	2.2	0	13	7	3	10	-3
Cc1ccc(-n2c(=S)sc3c(=O)n(-c4ccccc4F)c(SCC(=O)O)nc32)cc1C	-6	0.5	8	-7	-7	8	15	-1
O=C(NCCN1CCOCC1)C1CCC(CNS(=O)(=O)c2ccc(Cl)cc2)CC1 (centres undefined)	-3	1.2	16	-1	-7	21	-15	0
O=C(O)c1ccc(-n2cccn2)nc1	-3	-0.5	9	0	8	9	-11	-2
CN(Cc1ccccc1)C(=O)CCC1CCN(C(=O)CCC(F)(F)F)CC1	-2	5.8	5	6	-41	-35	-32	-2
Cc1nnc(Nc2ccc(Cl)cc2)n(N)c1=O	0	0.7	-9	7	8	-10	-7	-3
Cc1noc(/C=C/c2cccs2)c1S(=O)(=O)N1CCC(C(=O)NCCCN2CCCC(C)C2)CC1 (centres undefined)	11	2.6	-2	4	-1	20	6	-3
COc1ccccc1-c1csc(Cc2nnc3n2CCCCC3)n1	-4	-1.9	25	-1	1	7	-7	4
COC(=O)C1=C(C(=O)OC)[C@@H]2N(C)c3ccccc3[C@@]23C[C@@H](C(=O)OC)N(C(=O)c2ccc(Br)cc2)C3=N1	7	10	-47	28	13	68*	7	-3
FC(F)(F)c1cc(-c2cccs2)nc(NCc2ccco2)n1	5	-0.6	0	2	-44	24	-10	1
OCCOCCOc1ccc(-c2nn[nH]n2)cc1	1	-0.3	4	-8	8	19	2	-3
O=C(COC(=O)CCC(=O)c1cccs1)Nc1ccccc1C(F)(F)F	0	-0.6	-4	16	5	4	-10	1
CC1=C(C#N)C(c2ccoc2)C(C(=O)OCc2ccccc2)=C(N)S1 (centres undefined)	4	-1.3	17	27	-14	-7	0	1
O=C1CN(C(=O)COC(=O)CCNS(=O)(=O)c2ccc(Cl)cc2)c2ccccc2N1	-1	0.4	-3	5	6	-16	-9	1
Cc1ccc(-n2c(O)cnc2Nc2nc(C)cc(C)n2)cc1	-5	-1.5	16	-6	23	8	8	2
COc1ccc(CNC(=O)c2cc(COc3c(F)cccc3F)on2)cc1OC	3	-0.3	6	11	-1	16	5	-3
O=C(O)C1=C[C@@H](c2ccc(Br)cc2)C[C@@H](OCc2ccc(CO)cc2)O1	0	-0.5	-4	10	-3	9	1	1
CC(C)OC(=O)CSc1nnc(-c2ccccn2)n1C	1	-1.4	-7	-9	0	9	1	-4
O=C(NC1CC(=O)N(c2cccc(F)c2)C1)C(=O)c1c[nH]c2ccccc12 (centres undefined)	1	2.3	2	-11	10	6	-1	0
CCC(=O)N1CCc2cc(S(=O)(=O)CCC(=O)NCc3cccs3)ccc21	-1	-1.5	-6	9	4	34	16	1
N#Cc1ccc(CN2CCN(C(=O)C3CC(=O)N(c4ccccc4F)C3)CC2)cc1 (centres undefined)	-2	0.9	-1	-1	4	4	7	-3
Cc1ccc2c(c1)N(C(C)C(=O)NCc1ccccn1)C(=O)CO2 (centres undefined)	-1	-1.2	-7	1	-5	5	-14	-7
O=S(=O)(c1ccccc1)c1nc(-c2ccco2)oc1NCc1cccnc1	-2	-0.6	2	1	-7	12	2	-5
CN1c2ccsc2C(O)=C(C(=S)Nc2ccccc2)S1(=O)=O	-1	0.6	8	4	22	4	3	-2
COc1cc(Nc2cc(C)nc3nc(C)nn23)cc(OC)c1OC	0	0.6	0	-3	13	7	7	-2
COc1ccc(NC2CC(=O)N(c3ccc(C(=O)O)cc3)C2=O)cc1 (centres undefined)	-3	1.5	15	14	-2	-4	0	-4
COc1ccc(NC(=O)C(c2ccc(OC)cc2)N(C)C(=O)CNC(C)=O)cc1 (centres undefined)	0	1.3	21	9	22	2	0	0
Cc1nc(NC(=S)NC(=O)c2ccccc2)sc1C	5	4.6	27	4	-217	-99	-96	-4
C=CCn1c2ccccc2c2nnc(SCc3ccc4nonc4c3)nc21	9	0.8	6	17	-36	10	-18	0
Fc1ccc(-c2nn3c(C4COc5ccccc5O4)nnc3s2)cc1 (centres undefined)	0	2.0	-16	25	-37	4	-11	-3
CCN(c1cccc(C)c1)S(=O)(=O)c1ccc2c(c1)CCN2C(C)=O	-2	-2.6	2	-33	-21	38	24	-5
Cc1cccc(Nc2nnc(SCC(=O)c3ccc(Br)s3)s2)c1C	-2	3.2	10	44	1	-5	4	1
COc1cccc(C2=NN(C(=O)c3ccccc3)C(O)(C(F)(F)F)C2)c1 (centres undefined)	-1	0.4	-17	24	15	-12	-3	-9
O=C(CCl)Nc1c2c(nn1-c1ccccc1)CSC2	-3	70*	-44	-51	-11	37	5	3
Clc1ccc2c(N3CCOCC3)ccnc2c1	1	3.3	20	20	9	32	1	-4
Cc1ccc(NC(=O)c2cccc(S(=O)(=O)N3CCCC3)c2)nc1	3	-1.7	1	16	-6	13	4	3
Cc1cccc(C(=O)Nc2sc3c(c2C(=O)O)CCCC3)c1	2	17	-1	29	-32	27	-1	-3
COc1ccc(-c2nnn(-c3cc(Cl)cc(Cl)c3)c2N)cc1	0	2.5	23	15	-18	12	-3	-1
CCc1nc(NC(C)C)c2oc3ccccc3c2n1	-3	-0.1	4	-24	15	14	-5	-3
Cc1nn(Cc2ccccc2)c(=O)c2nn(-c3ccc(Cl)cc3)c(C)c12	0	-1.7	6	21	-1	16	7	0

15 of the compounds above, with bars between the fields:
mol | UPR XBP1 act | UPR CHOP act | APJ antag | tim23-1 inh | 697 NFkB inh | Mdm2 MdmX PPI | Jurkat NFkB inh | APJ agonist
O=S(=O)(c1ccccc1)c1nc(-c2ccco2)oc1NCc1cccnc1 | -2 | -0.6 | 2 | 1 | -7 | 12 | 2 | -5
CN1c2ccsc2C(O)=C(C(=S)Nc2ccccc2)S1(=O)=O | -1 | 0.6 | 8 | 4 | 22 | 4 | 3 | -2
COc1cc(Nc2cc(C)nc3nc(C)nn23)cc(OC)c1OC | 0 | 0.6 | 0 | -3 | 13 | 7 | 7 | -2
COc1ccc(NC2CC(=O)N(c3ccc(C(=O)O)cc3)C2=O)cc1 (centres undefined) | -3 | 1.5 | 15 | 14 | -2 | -4 | 0 | -4
COc1ccc(NC(=O)C(c2ccc(OC)cc2)N(C)C(=O)CNC(C)=O)cc1 (centres undefined) | 0 | 1.3 | 21 | 9 | 22 | 2 | 0 | 0
Cc1nc(NC(=S)NC(=O)c2ccccc2)sc1C | 5 | 4.6 | 27 | 4 | -217 | -99 | -96 | -4
C=CCn1c2ccccc2c2nnc(SCc3ccc4nonc4c3)nc21 | 9 | 0.8 | 6 | 17 | -36 | 10 | -18 | 0
Fc1ccc(-c2nn3c(C4COc5ccccc5O4)nnc3s2)cc1 (centres undefined) | 0 | 2.0 | -16 | 25 | -37 | 4 | -11 | -3
CCN(c1cccc(C)c1)S(=O)(=O)c1ccc2c(c1)CCN2C(C)=O | -2 | -2.6 | 2 | -33 | -21 | 38 | 24 | -5
Cc1cccc(Nc2nnc(SCC(=O)c3ccc(Br)s3)s2)c1C | -2 | 3.2 | 10 | 44 | 1 | -5 | 4 | 1
COc1cccc(C2=NN(C(=O)c3ccccc3)C(O)(C(F)(F)F)C2)c1 (centres undefined) | -1 | 0.4 | -17 | 24 | 15 | -12 | -3 | -9
O=C(CCl)Nc1c2c(nn1-c1ccccc1)CSC2 | -3 | 70* | -44 | -51 | -11 | 37 | 5 | 3
Clc1ccc2c(N3CCOCC3)ccnc2c1 | 1 | 3.3 | 20 | 20 | 9 | 32 | 1 | -4
Cc1ccc(NC(=O)c2cccc(S(=O)(=O)N3CCCC3)c2)nc1 | 3 | -1.7 | 1 | 16 | -6 | 13 | 4 | 3
Cc1cccc(C(=O)Nc2sc3c(c2C(=O)O)CCCC3)c1 | 2 | 17 | -1 | 29 | -32 | 27 | -1 | -3

(more compounds)
SMILES	UPR XBP1 act	UPR CHOP act	APJ antag	tim23-1 inh	697 NFkB inh	Mdm2 MdmX PPI	Jurkat NFkB inh	APJ agonist
COc1ccccc1CNC(=O)CCC(=O)N1Cc2cccc(OC)c2Oc2ncccc21	-1	0.3	11	9	-1	18	4	-3
COC(=O)c1sc(N)c(C(=O)OC)c1COC(=O)C12CC3CC(CC(O)(C3)C1)C2	-2	0.9	16	4	3	19	-8	-2
CCN(CC)CCCNC(=O)c1nn(-c2cccc(OC)c2)c(=O)c2ccccc12	-1	1.9	6	3	-8	5	0	-2
CSc1cccc(NC(=S)N(Cc2ccc(C)cc2)Cc2cccnc2)c1	-4	-0.6	-24	25	-2	9	-4	-5
CCCCC(=O)Nc1ccc(N2CCN(c3ccc(F)cc3)CC2)cc1	-3	1.0	8	-15	-4	-40	22	-1
CCOc1ccccc1C(=O)N(Cc1ccccc1)Cc1cc2cc3c(cc2[nH]c1=O)OCCO3	-7	-1.3	3	-1	-24	26	6	3
Cc1ccc(CN2C(=O)CCC2C(=O)NCc2ccco2)cc1 (centres undefined)	-5	-3.1	17	2	10	27	0	-3
COc1ccc(-n2nc([N+](=O)[O-])c(=NCCc3cccc(C)c3)n2O)cc1	1	-0.8	-32	32	-10	-3	-8	3
Cc1cnc(NC(=O)CN2CCN(c3ccccn3)CC2)s1	-3	-2.3	5	10	24	67*	4	2
NC(=O)C1(N2CCCCC2)CCN(C(=O)c2ccc(C#CC3(O)CCCCC3)cc2)CC1	-3	1.5	11	-4	-11	16	3	0
Cc1ccc(S(=O)(=O)NCCCCCC(=O)Nc2ccccc2)cc1	-3	0.7	-8	12	14	-7	7	-3
CNC(=O)c1csc(-c2cccs2)n1	2	-0.5	9	9	-6	3	-17	0

High-throughput results (PubChem)
